FBW7 act = FBW7 E3 ligase activators, primary screen, biochemical, AlphaScreen, human. F-box/WD repeat-containing protein 7 (Homo sapiens), Q969H0. 650,000 tested, 0.13% active. AID 1259310, 2017. AlphaScreen FBW7–phospho-cyclin E peptide binding, activator screen. normalized activity (activation), % at 26.1 µM; in the data active means normalized activity above about 1.9%;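 further: purified mutant Fbw7 with reduced substrate affinity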
TEAD-YAP inh = TEAD-YAP interaction inhibition, primary screen, TEAD-YAP interaction inhibitor project, luminescence, HEK-TIYL cells. inhibition, % at 9.12 µM. TEAD-Gal4/YAP UAS-luciferase luminescence. AID 1259422, 2018. 640,000 tested, 1.4% active; in the data active means inhibition above about 32%;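 further: 0% = median of test compound wells and 100% = reference inhibitor wells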
MITF inh = MITF inhibitors, primary screen, biochemical, AlphaScreen, human. Microphthalmia-associated transcription factor (Homo sapiens), O75030. AID 1259374, 2018. AlphaScreen MITF homodimerization, bead proximity signal. inhibition, % at 2.6 µM. 650,000 tested, 0.91% active; in the data active means inhibition above about 50%;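 further: 0% = vehicle wells with protein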
Target sequence (O75030 whole entry, looked up): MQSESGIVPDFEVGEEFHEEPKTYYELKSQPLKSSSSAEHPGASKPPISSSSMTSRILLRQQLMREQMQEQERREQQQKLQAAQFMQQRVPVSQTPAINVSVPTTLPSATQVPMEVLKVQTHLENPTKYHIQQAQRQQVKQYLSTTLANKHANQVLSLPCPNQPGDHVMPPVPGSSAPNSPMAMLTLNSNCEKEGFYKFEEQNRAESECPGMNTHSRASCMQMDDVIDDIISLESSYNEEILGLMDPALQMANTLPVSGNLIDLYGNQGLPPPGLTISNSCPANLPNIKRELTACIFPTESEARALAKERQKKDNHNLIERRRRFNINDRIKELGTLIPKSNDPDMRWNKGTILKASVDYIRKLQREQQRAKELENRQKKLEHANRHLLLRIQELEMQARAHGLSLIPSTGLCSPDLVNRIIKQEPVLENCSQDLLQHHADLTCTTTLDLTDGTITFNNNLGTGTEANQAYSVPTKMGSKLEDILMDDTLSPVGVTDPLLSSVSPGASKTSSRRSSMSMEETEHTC
GPR151 ag = activators of human GPR151, primary screen, cell-based, PathHunter beta-arrestin, luminescence; G-protein coupled receptor 151 (Homo sapiens), Q8TDV0; activation, % at 11.2 µM; AID 1508602, 2020; 650,000 tested, 1% active; PathHunter beta-arrestin GPR151 cells; in the data active means activation above about 4.9%;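 further: 0% = median of compound wells and 100% = cells with positive control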
Target sequence (Q8TDV0 whole entry, looked up): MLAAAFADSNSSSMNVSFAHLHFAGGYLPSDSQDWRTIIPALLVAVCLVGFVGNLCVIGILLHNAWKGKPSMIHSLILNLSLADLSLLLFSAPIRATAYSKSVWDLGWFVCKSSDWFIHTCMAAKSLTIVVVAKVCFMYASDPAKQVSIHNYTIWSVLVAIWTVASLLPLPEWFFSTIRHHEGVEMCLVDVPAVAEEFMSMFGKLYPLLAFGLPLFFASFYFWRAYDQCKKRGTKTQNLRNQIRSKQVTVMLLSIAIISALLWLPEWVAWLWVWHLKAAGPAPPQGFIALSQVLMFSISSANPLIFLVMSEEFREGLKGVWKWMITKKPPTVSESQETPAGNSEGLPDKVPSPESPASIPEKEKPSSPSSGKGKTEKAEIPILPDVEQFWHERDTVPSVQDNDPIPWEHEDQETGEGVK
An asterisk follows results filed as active. This is a random part of the collection (roughly 3.4% active in at least one column).

SMILES	FBW7 act	TEAD-YAP inh	MITF inh	GPR151 ag
CCc1ccc(-n2c(N)c(C(=O)Nc3ccc(OC)c(OC)c3)sc2=S)cc1	0.8	6	15	-1.2
COc1ccc(NC(=O)CCc2ccccc2)cc1CN1C(=O)c2ccccc2C1=O	0.0	-16	5	-0.3
Cc1c(C#N)c(O)[nH]c(=O)c1N=Nc1ccccc1C(=O)O	-0.2	-4	19	-1.4
CC(C)(C)c1ccc(C(=O)N(Cc2ccccc2F)C2CCS(=O)(=O)C2)cc1 (configuration not stated)	-0.1	-5	6	-0.4
CCOC(=O)CS(=O)(=O)c1ccc(C(=O)N2CCN(C(=O)OCC)CC2)cc1[N+](=O)[O-]	-0.2	-30	-2	0.1
O=C(Cc1ccccc1)N/N=C/c1cc(O)ccc1Br	0.1	8	15	2.3
CSc1nc(C(=O)N2CCc3c(cnc(C)c3CNC(=O)c3ccco3)C2)cs1	0.2	8	5	0.6
Fc1ccc(C2=Nn3c(Cc4ccccc4)nnc3SC2)cc1	0.1	5	-8	-1.3
O=C1C(c2ccccc2)NC(=S)N1c1ccccc1 (configuration not stated)	-0.1	-47	6	1.6
O=C(C[n+]1ccccc1)OC12CC3CC(CC(C3)C1)C2	0.2	0	-7	-0.8
CC(C)(CO)NC(=O)c1cnc2scc(-c3ccccc3)n2c1=O	0.5	14	7	-0.7
COc1ccc(C(C)=O)cc1COC(=O)c1ccc(N)c([N+](=O)[O-])c1	-0.1	16	8	2.5
O=C(NC(CO)C(=O)O)c1ccc2c(c1)C(=O)N(CCc1ccccc1)C2=O (configuration not stated)	-0.1	-5	4	-1.2
S=C(NCc1ccco1)N1CCN(c2ccccn2)CC1	-0.1	-3	5	1.9
O=C(CC1=CCCCC1)NCC1Cc2cc(F)cc(-c3cncnc3)c2O1 (configuration not stated)	1.0	1	24	-1.0
COc1ccc(-n2c3c(cc(C(=O)Nc4ccc(Cl)cn4)c2=O)C(=O)CCC3)cc1	-0.1	-4	-1	1.0
CC12CC=CCC1C(=O)N(NC(=O)c1ccncc1)C2=O (configuration not stated)	0.1	-6	-1	0.2
CC(=O)C1=C(C)N=c2s/c(=C/c3ccc(-c4cc(Cl)ccc4Cl)o3)c(=O)n2C1c1ccc(N(C)C)cc1 (configuration not stated)	0.0	-1	-4	0.6
CCOC(=O)C1(CC2CCCCO2)CCN(S(=O)(=O)c2cc(F)c(F)cc2F)CC1 (configuration not stated)	-0.1	0	8	3.2
O=C(Nc1ccccc1C(F)(F)F)c1ccc(Cl)cc1Cl	0.0	0	15	0.9
O=C(NCCNC1CCC(c2ccccc2)CC1)c1ccco1 (configuration not stated)	-0.2	-4	17	0.2
Cc1c(C(=O)N/N=C/c2ccccc2)sc(=S)n1C	-0.1	7	3	-0.5
COC(=O)C1=CN(CC23CC4CC(CC(C4)C2)C3)C=C(C(=O)OC)C1c1ccsc1	1.9*	-3	-8	-1.4
COc1ccc(Cc2nnc(SCc3ccc([N+](=O)[O-])cc3)n2C)cc1	0.0	6	-12	-1.6
CC(NC(=O)Nc1ccccc1)C(=O)O (configuration not stated)	0.1	-2	9	-0.3
O=C(Nc1ccc(Cl)cc1Cl)c1ccccc1Cl	0.0	-36	2	-0.3
COc1ccc(NC(=S)NS(=O)(=O)c2ccc(F)cc2)cc1	-0.1	5	-8	0.2
CCOC(=O)c1c(NC(=O)CSc2nc3ccccc3s2)sc(C(=O)NC)c1C	-0.1	-3	2	1.8
O=C(CSc1nnc(N2CCOCC2)n1-c1ccccc1)Nc1ccc(F)cc1	0.0	6	-5	-2.7
CCOC(=O)c1c(C)c(C(=O)Nc2ccc(Br)cc2C)c(C)n1C	0.1	-10	13	-2.0

Gathered by group, the entries above containing an aryl thioether with sulfur outside any ring (4)
SMILES	FBW7 act	TEAD-YAP inh	MITF inh	GPR151 ag
CSc1nc(C(=O)N2CCc3c(cnc(C)c3CNC(=O)c3ccco3)C2)cs1	0.2	8	5	0.6
COc1ccc(Cc2nnc(SCc3ccc([N+](=O)[O-])cc3)n2C)cc1	0.0	6	-12	-1.6
CCOC(=O)c1c(NC(=O)CSc2nc3ccccc3s2)sc(C(=O)NC)c1C	-0.1	-3	2	1.8
O=C(CSc1nnc(N2CCOCC2)n1-c1ccccc1)Nc1ccc(F)cc1	0.0	6	-5	-2.7

Next part.
SMILES	FBW7 act	TEAD-YAP inh	MITF inh	GPR151 ag
CC(=O)c1cnc2cc(-c3cccc(Br)c3)nn2c1C	-0.1	-63	8	-0.5
Cc1ccc(C(=O)NC2(C(=O)Nc3c(C)cccc3C)CCC(C(C)(C)C)CC2)cc1 (configuration not stated)	0.0	1	14	-0.8
Cc1ncc(C[n+]2ccccc2C)c(N)n1	1.0	-7	-14	-2.1
O=C(Nc1ccccc1C(F)(F)F)c1ccc(NC(=O)c2ccccc2C(=O)O)cc1	0.2	-34	56*	0.6
COc1ccc(OCCC(=O)OCc2csc(Nc3ccccc3)n2)cc1	-0.1	-6	-3	-0.7
C/C(=N/NC(=O)C(C)Sc1ncccn1)C(C)(C)C (configuration not stated)	0.1	-22	9	0.7
O=C(NC1CCCCNC1=O)c1cnc2scc(-c3ccc(Cl)s3)n2c1=O (configuration not stated)	0.0	2	5	-0.4
CS(=O)(=O)N1CCN(c2ccc([N+](=O)[O-])c3ncccc23)CC1	-0.1	-9	12	-0.1
CCCCC(=O)Nc1ccc(NC(=O)c2cccs2)cn1	0.0	-19	15	-0.1
CCc1ccccc1-n1c(SCc2cccc(F)c2)nc2[nH]ncc2c1=O	-0.1	-16	8	0.7
CCOC(=O)c1ccc(NS(=O)(=O)c2ccc3c(c2)CCC(=O)N3)cc1	-0.1	10	14	0.7
COC(=O)c1c(NC(=O)c2ccc(S(=O)(=O)N3CCOCC3)cc2)sc2c1CCN(C(C)C)C2	0.0	-22	-8	-0.5
O=C(O)C1Cc2c([nH]c3ccccc23)C2(CCCCC2)N1 (configuration not stated)	-0.1	4	-11	-1.0
CC(C)(C)OC(=O)N1CCC[C@H]1C(=O)c1cccs1	0.0	-3	6	-0.9
COc1ccc(C2=NN(C(=O)CSc3nnc(CNC(=O)c4ccco4)n3CCc3ccccc3)C(c3ccc(OC)cc3)C2)cc1 (configuration not stated)	-0.1	4	8	-1.2

Retrieved by structure from the entries so far:
SMILES	FBW7 act	TEAD-YAP inh	MITF inh	GPR151 ag
CCOC(=O)c1ccc(NS(=O)(=O)c2ccc3c(c2)CCC(=O)N3)cc1	-0.1	10	14	0.7
CC(=O)c1cnc2cc(-c3cccc(Br)c3)nn2c1C	-0.1	-63	8	-0.5

Continuation:
SMILES	FBW7 act	TEAD-YAP inh	MITF inh	GPR151 ag
O=C1Cc2ccccc2C(=S)N1	-0.1	2	5	0.3
CCOC(=O)c1cccc(NC(=O)NCc2noc3ccccc23)c1	0.0	-5	3	2.1
CC(C)(C)c1ccc(-c2nc(NCc3cccnc3)c3ccccc3n2)cc1	-0.1	26	-3	2.5
CCOC(=O)c1c(NC(=O)c2c([N+](=O)[O-])cnn2C)sc2c1CCCC2	-0.2	0	16	1.2
CSCCC1C(=O)N(N)C2(C)CC(C)(C)NC(=S)N12 (configuration not stated)	-0.1	10	-1	0.3
Nc1nnnn1/N=C/c1cc2c(cc1[N+](=O)[O-])OCO2	0.1	7	16	0.1
COc1ccc(S(=O)(=O)N2CCN(C(=O)c3c(F)cccc3F)CC2)cc1	0.8	6	7	-0.8
COCCNC(=O)CC(NS(=O)(=O)c1ccc(Cl)cc1)c1ccc(OC)cc1 (configuration not stated)	0.2	2	6	-0.7
O=C(NCCCN=C1NS(=O)(=O)c2ccccc21)c1ccc(Cl)c(Cl)c1	0.2	-23	-3	-0.6
CCOC(=O)C(NC(=O)/C(=C\c1ccccc1F)NC(=O)c1ccccc1)C(C)O (configuration not stated)	0.0	1	-1	1.0
COc1ccc(NC(=O)NC(c2ccccc2)(c2ccccc2)c2ccccc2)cc1OC	-1.1	-2	-7	1.2
CCOc1ccc(S(=O)(=O)N(CC(=O)Nc2cccc(Cl)c2C)c2ccccc2)cc1	0.1	7	-9	0.3
COc1ccc(NC(=O)CSc2nc(=O)n(CCCN(C)C)c3c2CCCC3)cc1OC	0.1	1	17	-0.7
CCCCC(=O)Nc1cc(C)c(NC(=O)c2ccco2)cn1	0.2	-6	7	0.1
COc1ccc(/C=C/C(=O)OC2CCCN(C)C2)cc1 (configuration not stated)	0.1	-12	13	0.2

Part of the list above, with bars between the fields:
Structure | FBW7 act | TEAD-YAP inh | MITF inh | GPR151 ag
O=C1Cc2ccccc2C(=S)N1 | -0.1 | 2 | 5 | 0.3
CCOC(=O)c1cccc(NC(=O)NCc2noc3ccccc23)c1 | 0.0 | -5 | 3 | 2.1
CC(C)(C)c1ccc(-c2nc(NCc3cccnc3)c3ccccc3n2)cc1 | -0.1 | 26 | -3 | 2.5
CCOC(=O)c1c(NC(=O)c2c([N+](=O)[O-])cnn2C)sc2c1CCCC2 | -0.2 | 0 | 16 | 1.2
CSCCC1C(=O)N(N)C2(C)CC(C)(C)NC(=S)N12 (configuration not stated) | -0.1 | 10 | -1 | 0.3

One compound at a time, as listed above. Values in the order: FBW7 act	TEAD-YAP inh	MITF inh	GPR151 ag
CC(C)(C)c1ccc(-c2nc(NCc3cccnc3)c3ccccc3n2)cc1 in the list: -0.1	26	-3	2.5
COCCNC(=O)CC(NS(=O)(=O)c1ccc(Cl)cc1)c1ccc(OC)cc1 (configuration not stated) in the list: 0.2	2	6	-0.7
CCOC(=O)c1c(NC(=O)c2c([N+](=O)[O-])cnn2C)sc2c1CCCC2 in the list: -0.2	0	16	1.2

(list continues)
SMILES	FBW7 act	TEAD-YAP inh	MITF inh	GPR151 ag
CCOC(=O)COc1ccccc1/C=C(/C#N)c1ccc([N+](=O)[O-])cc1	-0.1	2	-6	0.3
O=C(COC(=O)c1cc(S(=O)(=O)N2CCOCC2)ccc1F)Nc1ccc(F)cc1	-0.1	-1	-1	-0.8
Cc1ccc(CN2CCC3(CC2)CC3C(=O)N2CCCN(C)CC2)c(C)c1 (configuration not stated)	0.1	2	-11	0.4
CC(C)N(C(=O)COC(=O)Cc1ccccc1[N+](=O)[O-])c1ccccc1	-0.1	10	8	0.2
CCN(CC)C(=O)C1CCCN(c2ccc(-n3cc(CC(=O)NCCN(C(C)C)C(C)C)c4ccccc43)nn2)C1 (configuration not stated)	-0.1	-6	10	-0.5
Cc1ccccc1C(=O)c1cccn1CC(=O)O	0.0	6	16	-1.1
COc1ccc(/C(C)=N/NC(=O)c2ccccc2Br)cc1	0.2	-10	20	5.7*
CCc1ccc(NC(=O)c2cn(-c3ccc(Cl)cc3)c(=O)c3ccccc23)cc1	0.1	8	8	0.3
O=C(NC1CCN(S(=O)(=O)c2ccccc2F)CC1)NC12CC3CC(CC(C3)C1)C2	0.0	5	-7	2.0
Cc1ccccc1S(=O)(=O)Nc1cc2c3c(oc2c2ccccc12)CCCC3	0.1	0	1	1.0
CCCCCOC(=O)C1=C(C)NC(=O)NC1c1cccc(Br)c1 (configuration not stated)	0.2	4	15	1.9
CCCn1c(=O)[nH]c(=O)c2c1nc(-c1ccc(OC(F)F)c(OC)c1)n2CCOC	-0.1	-8	-8	-0.1
Cc1cc(OS(=O)(=O)c2cn(C)c(=O)n(C)c2=O)ccc1C(C)C	0.0	-53	15	-1.1
O=C(CC(NCc1cccnc1)C(=O)O)c1ccc(Cl)cc1 (configuration not stated)	0.0	8	-3	0.6
c1cncc(-c2noc(C34CC5CC(CC(C5)C3)C4)n2)c1	0.0	-3	-10	6.9*
Cc1cccn2c(=O)c(C=NCCO)c(NCc3ccco3)nc12	-0.1	12	2	0.0
COc1ccc(-n2cccc2/C=C2\NC(=O)N(CC(=O)Nc3ccccc3)C2=O)cc1	0.1	-3	9	1.8
CCOc1ccc2nc(SCC(=O)c3ccc(C)s3)sc2c1	0.3	-6	-18	0.7
COC(=O)C(NC(=O)c1ccccc1)(Nc1nc(C2CC2)cs1)C(F)(F)F (configuration not stated)	0.0	-4	6	0.8
O=c1c2cc3c(=O)n(-c4ccc(O)cc4)c(=O)c3cc2c(=O)n1-c1ccc(O)cc1	-0.1	-5	-6	0.0
